tim23-1 inh: growth inhibitors of tim23-1 mutant yeast, primary screen, luminescence, uHTS. S. cerevisiae tim23-1 growth, BacTiter-Glo luminescence, 24 h. 1.3% of 330,000 active. AID 463212, 2010. inhibition, % at 20 µM;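 active = growth inhibition of the mutant yeast at or above 50%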;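 also: temperature-sensitive mutant grown at 25 °C; plate controls were DMSO-treated mutant yeast for no effect and medium wells lacking yeast for full effect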
Mdm2-MdmX inh: inhibitors of human Mdm2-MdmX association, primary screen, cell-based, luminescence, split luciferase, SaOS-2, uHTS; SaOS-2 split-luciferase Mdm2/MdmX complementation; inhibition, % at 8 µM; Protein Mdm4 (Homo sapiens) + E3 ubiquitin-protein ligase Mdm2 (Homo sapiens), …; 3% of 330,000 active;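 active = inhibition of at least 50% at 8 µM in the primary screen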
Target sequence (O15151 whole entry, looked up): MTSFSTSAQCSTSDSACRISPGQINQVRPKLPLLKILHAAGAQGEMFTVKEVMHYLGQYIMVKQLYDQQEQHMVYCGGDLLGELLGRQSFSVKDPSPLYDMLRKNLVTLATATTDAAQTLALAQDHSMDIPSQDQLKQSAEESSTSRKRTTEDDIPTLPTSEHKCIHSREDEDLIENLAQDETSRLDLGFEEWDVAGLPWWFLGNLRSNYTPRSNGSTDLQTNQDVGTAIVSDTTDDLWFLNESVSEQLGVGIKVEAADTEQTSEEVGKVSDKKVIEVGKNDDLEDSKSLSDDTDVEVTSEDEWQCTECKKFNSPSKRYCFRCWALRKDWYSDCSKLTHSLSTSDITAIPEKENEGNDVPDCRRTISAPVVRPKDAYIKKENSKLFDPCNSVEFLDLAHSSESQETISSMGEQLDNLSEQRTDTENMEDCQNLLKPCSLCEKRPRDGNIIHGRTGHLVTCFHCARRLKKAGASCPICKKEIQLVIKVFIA
Target sequence (Q00987 whole entry, looked up): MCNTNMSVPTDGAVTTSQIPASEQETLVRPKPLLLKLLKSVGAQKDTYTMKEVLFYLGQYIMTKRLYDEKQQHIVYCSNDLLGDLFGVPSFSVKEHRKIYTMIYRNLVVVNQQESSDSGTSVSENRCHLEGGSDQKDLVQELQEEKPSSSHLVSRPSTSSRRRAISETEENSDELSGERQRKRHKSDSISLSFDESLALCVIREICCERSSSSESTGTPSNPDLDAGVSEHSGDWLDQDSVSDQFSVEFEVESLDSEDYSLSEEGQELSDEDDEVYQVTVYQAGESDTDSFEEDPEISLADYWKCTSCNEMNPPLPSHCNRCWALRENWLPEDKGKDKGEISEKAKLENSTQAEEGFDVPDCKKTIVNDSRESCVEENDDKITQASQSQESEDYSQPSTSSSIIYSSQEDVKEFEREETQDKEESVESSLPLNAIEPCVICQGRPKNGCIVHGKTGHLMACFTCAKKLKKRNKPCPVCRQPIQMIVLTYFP
697 NFkB inh: inhibitors of PMA/ionomycin-induced NF-kB reporter, 697 cells, primary screen, B-cell NF-kB inhibitor project, cell-based, luminescence, uHTS | 697 B-cell NF-kB luciferase reporter, 16 h | inhibition, % at 4 µM | 0.33% of 330,000 active; in the data active = inhibition above about 35%
Jurkat NFkB inh: inhibitors of induced NF-kB luciferase reporter, primary screen, TCR NF-kB activation inhibitor project, cell-based, luminescence, uHTS; 0.53% of 330,000 active; inhibition, % at 4 µM; Jurkat, PMA/ionomycin-induced NF-kB luciferase reporter; in the data active = inhibition above about 50%
XBP1 UPR activ: activators of adaptive XBP1 UPR arm, primary screen, cell-based, CHO-XBP1 luciferase reporter, luminescence, uHTS. AID 463104, 2010. IRE1-XBP1 UPR activation; percent of tunicamycin response, DMSO as zero. activation, % at 20 µM. 0.33% of 330,000 active;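 active = versus positive control, 20 µM dose yields 30% or more activation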;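 also: 100% = tunicamycin at 10 µg/mL and 0% = DMSO only wells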
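Material: IRE1-XBP1 luciferase reporter CHO line / Quantity: one thousand reporter cells per well / Buffer or medium: F12 with 10% serum / Compound: 20 µM single concentration, DMSO 1% / Times: 6 h treatment, 37 °C / Detection: Steady-Glo luciferase glow luminescence, 10 min after reagent addition / Benchmarks: tunicamycin high, DMSO low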
APJ antag: antagonists of human apelin receptor APJ, primary screen, CHO-K1 cells, beta-arrestin complementation, luminescence. 0.32% of 330,000 active. inhibition, % at 20 µM. AID 2521, 2010;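 active = inhibition above about 40% at 20 µM, limit read from the data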;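 also: cells challenged with 10 nM apelin-13 agonist together with compound; plate controls were apelin-13 plus DMSO wells for no effect and DMSO wells lacking apelin-13 for full effect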
APJ ag: agonists of human apelin receptor APJ, primary screen, CHO-K1 cells, PathHunter beta-arrestin, luminescence; 0.11% of 330,000 active; activation, % at 20 µM; P35414; 0% DMSO wells, 100% apelin;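 active = activation more than six SD over the plate average, tested at 20 µM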;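 also: 0% = DMSO alone and 100% = apelin-13 at 10 nM; some results filed as inactive read as strong as hits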
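Test system: CHO-K1 APJ beta-arrestin complementation cell line | Compound: Single test compound dose, 20 µM final, 1% DMSO | Incubation: Compound 90 min 25 °C, reagent 1 h | Measured by: beta-gal luminescence | Read-out basis: APJ–arrestin association signal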
UPR CHOP act: activators of apoptotic CHOP UPR arm, primary screen, cell-based, CHO-CHOP luciferase reporter, luminescence, uHTS | activation, % at 10 µM | UPR activation; percent of tunicamycin response over DMSO baseline | 0.34% of 330,000 active;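 active = at 10 µM dose, activation of 40% or more, normalized to positive control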;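 also: 100% = tunicamycin at 10 µg/mL and 0% = DMSO alone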
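Assay system: CHO cells with stable CHOP pathway luciferase reporter; Buffer or medium: F12 plus 10% serum; Times: 16-18 h cell attachment, then 6 h compound exposure, 37 °C; Signal: luciferase luminescence; Read-out basis: percent activation relative to tunicamycin control; Control set: tunicamycin high control, DMSO low control.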
Numbers without * were called inactive.

Start of the listing, in advance, 4 compounds:
canonical_smiles	tim23-1 inh	Mdm2-MdmX inh	697 NFkB inh	Jurkat NFkB inh	XBP1 UPR activ	APJ antag	APJ ag	UPR CHOP act
CC1CCCC(NC(=O)COC(=O)Cc2ccccc2)C1C (configuration not stated)	21	-14	30	9	1	11	-5	1.3
O=c1[nH]c(=S)[nH]c(O)c1N=Nc1ccc2c(c1)OCCO2	6	-1	-73	-29	-3	20	-5	-1.1
OC(c1ccc(F)cc1)C(c1ccccc1)N1CCOCC1 (configuration not stated)	14	6	12	3	-1	9	-4	-0.8
CN1CCc2nc(SCc3ccccc3Br)c(C#N)cc2C1	31	17	9	12	5	15	-4	1.0

The list itself, repeating the preview:
canonical_smiles	tim23-1 inh	Mdm2-MdmX inh	697 NFkB inh	Jurkat NFkB inh	XBP1 UPR activ	APJ antag	APJ ag	UPR CHOP act
CC1CCCC(NC(=O)COC(=O)Cc2ccccc2)C1C (configuration not stated)	21	-14	30	9	1	11	-5	1.3
O=c1[nH]c(=S)[nH]c(O)c1N=Nc1ccc2c(c1)OCCO2	6	-1	-73	-29	-3	20	-5	-1.1
OC(c1ccc(F)cc1)C(c1ccccc1)N1CCOCC1 (configuration not stated)	14	6	12	3	-1	9	-4	-0.8
CN1CCc2nc(SCc3ccccc3Br)c(C#N)cc2C1	31	17	9	12	5	15	-4	1.0
CNC(=O)c1cccn(Cc2cc(C(F)(F)F)cc(C(F)(F)F)c2)c1=O	-10	45	-8	29	0	17	-3	0.4
CCCCN1C(=O)NC(=O)C2(Cc3c(nc4c(C)cccn4c3=O)N3CCc4ccccc4C32)C1=O (configuration not stated)	39	19	-12	-10	-2	18	-2	2.0
CCC1=Nc2cc(C(=O)N3CCC4(CC3)OCCO4)ccc2Sc2ccc(Br)cc21	17	4	-30	3	-6	18	-9	0.6
COc1ccc(-c2nc3ccc(C(=O)N4CCC5(CC4)OCCO5)cc3nc2-c2ccc(OC)cc2)cc1	36	1	-3	-9	-1	-13	-2	2.2
O=C1CC(c2cccnc2)=NN1c1ccccc1	10	16	16	2	-1	-12	-3	-2.4
Cc1ccc(-n2c(O)c(C=NC3CCCCC3N)c(=O)[nH]c2=O)cc1C (configuration not stated)	-5	18	30	4	-4	9	-3	-0.1
Cc1ccc(OCC(=O)N2CCCC(N3CCN(c4ccc(F)cc4)CC3)C2)cc1 (configuration not stated)	16	4	1	16	-4	1	-2	3.2
CN(C)CC#CCn1c2ccccc2c2ccccc21	0	15	3	1	4	13	-3	-1.4
O=C1N(c2ccccc2)C(c2cccnc2)N2CCCN12 (configuration not stated)	10	8	3	-19	0	-7	0	-0.5
CCOc1ccc(NC(=O)c2c(O)[nH]c(=O)[nH]c2=O)cc1	7	18	12	1	-3	4	-1	0.4
CCC1(C(=O)c2ccc(C)cc2)C2c3ccccc3OC(=O)C21C(=O)O (configuration not stated)	9	2	-6	-2	1	4	-4	0.0
CC(c1ccccc1)(c1ccccc1)c1ccncc1	-22	-18	4	1	-3	5	-4	2.3
CCC12CN3CCN(CC(C3)C1O)C2 (configuration not stated)	-2	15	19	11	-1	8	-5	-2.4
COCCNC(=O)c1c(NC(=O)c2ccc(Br)o2)n(Cc2ccccc2)c2nc3ccccc3nc12	18	-2	-48	-1	-1	29	-5	16
Cc1cc(C(=O)CS(=O)(=O)c2ccccc2)cc(C)c1OC(=O)N(C)C	5	0	-67	-56	-3	1	-3	3.7
O=C1/C(=C\c2ccc([N+](=O)[O-])cc2)N2CCC1CC2	24	-15	26	-6	2	-11	1	2.6
COC(=O)CC1(CC(=O)OC)C(=O)NC(=O)NC1=O	0	-25	-11	2	0	19	-2	-0.7
N#CC1(c2ccccc2)CCN(C2CC(=O)N(c3ccc(F)cc3)C2=O)CC1 (configuration not stated)	2	17	-20	1	0	13	-5	-0.6
C=CCn1c(O)c(C=NCCN2CCNCC2)c(=O)[nH]c1=O	4	-20	-3	-4	0	-12	-9	-1.0
CCOC(=O)c1c(C=O)c2ccccc2n1Cc1ccccc1F	22	21	6	-17	-7	5	-1	0.2
COc1cccc(OP(=O)(Nc2ccccc2)Oc2cccc(OC)c2)c1	32	44	9	-4	-5	-8	1	0.6
CN1C(=O)C(=Cc2ccccc2OCc2ccccc2Cl)C(=O)N(C)C1=O	34	13	-24	-23	2	-11	0	1.4
CN1C(=O)NC(=O)[C@]2(Cc3ccccc3N3CCN(c4ccccc4)CC32)C1=O (some centres not stated)	17	3	-33	-13	0	-4	-1	2.3
O=c1c2ccccc2nc(/C=C/c2ccco2)n1-c1ccccc1O	28	-2	-22	1	1	-7	0	0.1
Clc1ccc(C2NCCc3[nH]cnc32)cc1 (configuration not stated)	-2	-6	-4	12	-3	-2	-1	0.2
CCNc1nc(NC(C)(C)C)nc(SC)n1	5	31	10	3	-3	-13	-5	-0.1
COC(=O)C1=C(c2ccccc2)C[C@@H]2CC[C@H]1N2C(=O)N1CCOCC1	9	-8	17	6	4	-16	7	0.9
COC(=O)C1=C(c2ccc(OC)c(OC)c2)C[C@@H]2CC[C@H]1N2C(=O)NCCOc1ccccc1Cl	24	-5	10	21	-2	1	-3	-1.0
CCOP(=O)(OCC)C(O)c1ccc(Br)cc1 (configuration not stated)	8	-17	8	4	3	-5	1	3.8
CCC(C)n1c(C)cc(C(N)=O)c1C (configuration not stated)	0	-17	0	4	-1	4	-4	1.3
CC1C2Cn3c(nc4ccccc43)C1N(C)O2 (configuration not stated)	6	13	-11	-7	-2	1	10	-0.7
C#C[C@]1(O)CCC2C3C(CC[C@@]21C)[C@@]1(C)CC[C@@H](O)CC1=C[C@H]3O (some centres not stated)	4	18	5	-10	-2	5	0	0.6
O=[N+]([O-])[N-][n+]1cnn(Cc2ccc(Cl)cc2)c1	-4	9	1	10	5	-25	-1	0.3
CCC1(C)CC(CCNCc2ccc(N(C)C)cc2)(c2ccc(F)cc2)CCO1 (configuration not stated)	8	7	18	9	0	8	-3	1.1
CCOP(=O)(OCC)C(NC(=O)CN1C(=O)c2ccccc2S1(=O)=O)C(Cl)(Cl)Cl (configuration not stated)	3	11	-40	8	0	4	1	-0.2
O=c1[nH]c(=O)n(CCC2=CCCCC2)c(O)c1C=NC1CCN(Cc2ccccc2)CC1	13	48	-15	44	-4	-13	-3	0.8
Cc1onc(-c2c(Cl)cccc2Cl)c1C(=O)Nc1ccc2c(C(F)(F)F)cc(=O)oc2c1	39	7	6	15	3	-11	2	5.9
Cc1cc(/C=C2/C(=O)NC(=O)N(Cc3ccco3)C2=O)c(C)n1-c1ccccc1	0	-8	-8	-10	1	4	0	6.9
N#CCC(=O)NN1Cc2ccccc2C1=N	15	-21	-12	-2	1	3	-1	0.7
COc1ccc(OC)c(CN2CCN(C(=O)Cc3ccccc3)CC2)c1	13	-14	-32	3	3	4	-1	2.0
C=CCn1c(O)c(C(C)=Nc2ccc3c(c2)CCC3)c(=O)[nH]c1=O	26	4	-10	2	0	15	0	3.2
O=C1C2CCCN2C(c2cccnc2)N1c1ccc(Cl)c(Cl)c1 (configuration not stated)	9	-12	6	6	-2	9	4	-0.2
CCC1(CCc2ccncc2)C(=O)NC(=O)NC1=O	-1	-7	-5	-17	-4	9	2	0.1
COc1cc(C2NCc3ccccc3-n3cccc32)ccc1O (configuration not stated)	12	12	9	-7	-3	6	-2	3.7
COC(=O)C(O)(c1ccc(NC(=O)c2cccs2)c(C)c1)C(F)(F)F (configuration not stated)	6	10	-10	-5	-3	17	0	2.0
Cn1c(N)c(C(=O)COC(=O)Cc2ccccc2)c(=O)n(C)c1=O	-12	6	5	0	-1	6	2	0.7
CCCCn1c(=O)c(C(=O)NCCc2ccccc2)c(O)c2ccccc21	-4	6	8	-21	-7	4	-2	1.0
Cc1ccccc1CCNCc1cc2cccc(C)c2[nH]c1=O	-2	1	-1	-5	-2	3	-2	0.4
CCc1cccc(CC)c1NC(=S)N1CC2CC(C1)c1cccc(=O)n1C2 (configuration not stated)	3	12	10	10	-3	-5	-11	1.8
O=C(c1cccn2c(=O)c3cc(Br)ccc3nc12)N1CCC2(CC1)OCCO2	13	10	3	-5	0	12	-3	9.3
CCOc1ccccc1-n1c(O)c(C=NCCCN(CC)CC)c(=O)[nH]c1=O	-7	20	15	-2	-3	6	-2	-1.1
Cc1ccc2nc(N3CCC(C(=O)N4CCC5(CC4)OCCO5)CC3)sc2c1	3	-4	-58	-10	5	-3	-3	7.2
Cc1cnn(C2CCN(C)CC2)c1N	2	-11	-15	-5	-2	2	-2	-0.6
O=C1CC(N2CC=C(c3ccc(F)cc3)CC2)C(=O)N1c1ccc(F)cc1 (configuration not stated)	40	-16	17	11	4	-2	-3	-1.4
c1ccc(-c2[nH]c(-c3ccccc3)[n+](CC3CO3)c2-c2ccccc2)cc1 (configuration not stated)	55*	25	-3	4	-1	-9	-2	2.4
Cn1c(O)c(C=Nc2ccc(Br)cc2)c(=O)n(C)c1=O	-11	0	-98	-92	-2	-14	-2	4.6

(list continues)
canonical_smiles	tim23-1 inh	Mdm2-MdmX inh	697 NFkB inh	Jurkat NFkB inh	XBP1 UPR activ	APJ antag	APJ ag	UPR CHOP act
O=c1c2ccccc2nc(/C=C/c2ccc(O)cc2)n1-c1cccc(O)c1	2	6	7	10	0	4	-2	0.4
CC(C)(C)[C@]1(O)C[C@@H]2OC(=O)C[C@@]23C(=O)O[C@@H]2OC(=O)[C@H](O)[C@]213	17	8	-3	4	0	-40	0	0.8
Cc1sc(-n2c(C)cc(C=C3C(=O)NC(=O)NC3=O)c2C)c(C#N)c1C	14	33	-18	12	15	9	11*	2.1
Nc1ccccc1C(=O)OCC(=O)c1ccc2c(c1)OCCO2	19	9	-18	-30	-6	13	-2	1.3
CC(=O)N1CN2CN(C(C)=O)CC(C(=O)c3ccccc3)(C2)C1	11	-21	-8	-5	0	5	0	-0.4
COc1ccc(C(C)=O)cc1CC(C(=O)c1ccc(C)cc1)N(C)C (configuration not stated)	17	0	0	-16	-1	12	1	-1.3
O=C1NC(=O)N(CCc2ccc(F)cc2)C(=O)/C1=C/c1cccs1	44	5	-2	-4	10	4	1	4.2
COc1cccc(CN2CC=C(c3ccc(F)cc3)CC2)c1	7	16	-8	18	0	15	-2	-1.2
CN1CCN(c2ncnc3ccc(Br)cc23)CC1	18	44	-10	19	0	13	2	-2.4
O=C1CN=C(c2ccccc2)c2ccccc2N1	-3	-5	4	-5	-2	-1	1	-1.3
O=c1c2ccccc2nc(-c2ccccc2)n1-c1ccccc1	27	8	-9	-17	-1	16	-1	-0.9
O=C(c1ccc2c(=O)n(Cc3ccc4c(c3)OCO4)c(=S)[nH]c2c1)N1CCC2(CC1)OCCO2	5	-29	-3	-5	-1	-1	-5	0.7
Cc1cccc(OCC(=O)N2CCN(Cc3ccncc3)CC2)c1	7	21	16	-15	-1	7	-2	-0.8

Not all compounds are listed (hit frequency here may not be typical).
